Screens deposited in PubChem BioAssay by The Scripps Research Institute Molecular Screening Center.
MITF inh: MITF inhibitors, primary screen, biochemical, AlphaScreen, human; AlphaScreen MITF homodimerization, bead proximity signal; 0.91% of 650,000 active; Microphthalmia-associated transcription factor (Homo sapiens), O75030; inhibition, % at 2.6 µM; in the data active = inhibition above about 50%;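 note: 0% = vehicle wells with protein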
GPR151 ag: activators of human GPR151, primary screen, cell-based, PathHunter beta-arrestin, luminescence | 1% of 650,000 active | G-protein coupled receptor 151 (Homo sapiens), Q8TDV0 | AID 1508602, 2020 | PathHunter beta-arrestin GPR151 cells | activation, % at 11.2 µM; in the data active = activation above about 4.9%;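 note: 0% = median of compound wells and 100% = cells with positive control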
Target sequence (Q8TDV0 whole entry, looked up): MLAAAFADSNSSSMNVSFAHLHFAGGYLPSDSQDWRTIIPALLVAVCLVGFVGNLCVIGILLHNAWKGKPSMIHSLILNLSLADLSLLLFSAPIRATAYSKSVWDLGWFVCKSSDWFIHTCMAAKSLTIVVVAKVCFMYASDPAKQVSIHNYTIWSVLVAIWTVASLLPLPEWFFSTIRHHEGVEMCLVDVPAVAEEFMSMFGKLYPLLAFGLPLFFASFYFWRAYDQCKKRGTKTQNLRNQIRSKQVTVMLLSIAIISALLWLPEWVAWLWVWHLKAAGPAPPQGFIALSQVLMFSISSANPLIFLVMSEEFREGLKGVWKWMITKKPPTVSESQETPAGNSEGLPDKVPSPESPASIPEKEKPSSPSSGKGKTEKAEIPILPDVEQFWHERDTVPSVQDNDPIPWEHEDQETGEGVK
FBW7 act: FBW7 E3 ligase activators, primary screen, biochemical, AlphaScreen, human | F-box/WD repeat-containing protein 7 (Homo sapiens), Q969H0 | AlphaScreen FBW7–phospho-cyclin E peptide binding, activator screen | normalized activity (activation), % at 26.1 µM | 0.13% of 650,000 active | AID 1259310, 2017; in the data active = normalized activity above about 1.9%;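 note: purified mutant Fbw7 with reduced substrate affinity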
Target sequence (Q969H0 whole entry, looked up): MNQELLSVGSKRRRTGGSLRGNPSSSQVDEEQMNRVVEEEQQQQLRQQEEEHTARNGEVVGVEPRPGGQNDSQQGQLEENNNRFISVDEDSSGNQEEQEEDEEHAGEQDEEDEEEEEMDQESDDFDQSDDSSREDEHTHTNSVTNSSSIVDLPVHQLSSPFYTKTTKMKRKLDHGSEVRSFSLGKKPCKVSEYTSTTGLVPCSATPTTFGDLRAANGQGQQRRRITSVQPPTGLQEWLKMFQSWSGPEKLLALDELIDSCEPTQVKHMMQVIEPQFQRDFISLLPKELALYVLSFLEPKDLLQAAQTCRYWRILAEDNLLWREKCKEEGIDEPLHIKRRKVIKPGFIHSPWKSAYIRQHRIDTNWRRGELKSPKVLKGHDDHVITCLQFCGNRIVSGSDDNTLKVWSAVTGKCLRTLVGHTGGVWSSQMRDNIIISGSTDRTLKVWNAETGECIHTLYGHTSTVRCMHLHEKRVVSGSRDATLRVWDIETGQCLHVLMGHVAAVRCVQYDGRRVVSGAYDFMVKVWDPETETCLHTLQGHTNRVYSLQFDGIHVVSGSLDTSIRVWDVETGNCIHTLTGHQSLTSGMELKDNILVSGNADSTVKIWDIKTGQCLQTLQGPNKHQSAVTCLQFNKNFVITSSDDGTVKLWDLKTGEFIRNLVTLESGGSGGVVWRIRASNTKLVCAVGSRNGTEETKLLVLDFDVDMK
TEAD-YAP block: TEAD-YAP interaction inhibition, primary screen, TEAD-YAP interaction inhibitor project, luminescence, HEK-TIYL cells; TEAD-Gal4/YAP UAS-luciferase luminescence; inhibition, % at 9.12 µM; 1.4% of 640,000 active; AID 1259422, 2018; in the data active = inhibition above about 32%;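 note: 0% = median of test compound wells and 100% = reference inhibitor wells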
* = called active by the depositor; · = no result given.

SMILES | MITF inh | GPR151 ag | FBW7 act | TEAD-YAP block
Cc1ccc2c(c1)cc1c(=O)n(CC(=O)N3CCOCC3)nc(C)n12 | 1 | -1.0 | -0.1 | 2
CCOc1ccc(-c2ccc(OCCNS(C)(=O)=O)nn2)cc1 | 2 | 2.0 | -0.2 | -13
CCOc1ccc(NC2CC(=O)N(C3CCCCC3)C2=O)cc1 (stereo not given) | -11 | 0.8 | 0.1 | 12
COc1cc(/C=C\C(=O)Nc2c3c(nn2-c2cccc(C)c2C)CS(=O)(=O)C3)cc(OC)c1OC | -6 | -0.6 | 0.0 | -18
Cc1ccc(Cn2c(CO)cnc2SCc2ccccc2F)cc1 | 0 | 0.8 | -0.2 | -13
CC1=C(C(=O)Nc2ccccc2)C(c2ccccc2)C(C#N)=C(SCC(=O)Nc2cc(Cl)cc(Cl)c2)N1 (stereo not given) | 10 | 0.8 | 0.2 | 3
O=c1c2cn[nH]c2nc(SCc2cccc([N+](=O)[O-])c2)n1-c1ccccc1F | -3 | -1.8 | 0.0 | -26
CCOC(=O)C1(Cc2ccccc2Cl)CCN(C(=O)c2cnccn2)CC1 | 12 | -1.1 | 0.2 | -56
C=CCn1c2ccccc2c2nnc(SCc3ccccc3)nc21 | 21 | -1.9 | 1.2 | -8
COCCn1nnnc1C(c1ccc(OC)cc1)N1CCN(c2cccc(Cl)c2)CC1 (stereo not given) | 3 | -0.2 | -0.1 | 2
CCOc1ccccc1NC(=O)c1ccc(F)c(S(=O)(=O)NCc2ccc3c(c2)OCO3)c1 | 7 | -0.6 | -0.1 | 2
CCC(NC(=O)c1cc(COc2ccc(F)cc2Cl)on1)c1ccncc1 (stereo not given) | 18 | -2.7 | 0.1 | 6
CCCOc1ccc(C2/C(=C(/O)c3ccc(F)cc3)C(=O)C(=O)N2CCN(C)C)cc1 (stereo not given) | 11 | -0.9 | 0.0 | 8
Cc1ccc(-n2nc3c(c2NC(=O)CC2CCCCC2)CS(=O)(=O)C3)cc1 | 3 | -1.3 | -0.1 | 3
COc1ccc(-n2c(=S)[nH]c3cc(C(=O)N4CCCCC4)ccc3c2=O)c(OC)c1 | 14 | -0.5 | 0.0 | 2
COc1ccc(C(=O)O)cc1S(=O)(=O)Nc1ccccc1 | 0 | 1.5 | 0.1 | 4
CCOC(=O)N1CCN(C2CC(=O)N(c3ccc(C)c(C)c3)C2=O)CC1 (stereo not given) | 6 | 0.3 | -0.2 | -1
COc1cc(OC)c(NC(=O)c2sc3ncnc(N4CCOCC4)c3c2C)cc1Cl | -17 | -1.0 | -0.1 | -8
COc1ccc(S(=O)(=O)NCCCCc2ccccc2)cc1 | -3 | -1.7 | 0.4 | -8
COC(=O)CCC(=O)Nc1sc2c(c1C#N)CCCC2 | 2 | 0.3 | -0.2 | 4
CCN(CC)S(=O)(=O)c1cc(C(=O)Nc2cccc(O)c2)ccc1C | 5 | -2.5 | 0.1 | 85*
CC(C)(C)C1CCc2onc(C(=O)Nc3cccnc3)c2C1 (stereo not given) | -6 | -2.0 | 0.1 | 0
CCCCC[C@H](O)/C=C/[C@H]1C(=O)C[C@H](O)[C@@H]1C/C=C\CCCC(=O)O | 13 | 1.3 | · | ·
CCOC(=O)N1CCc2c(sc(NC(=O)C3CCCCC3)c2C#N)C1 | 7 | -0.6 | -0.1 | 3
CCOCc1cc(CN2CCN(C3CCCCC3)C(CCO)C2)ccc1OC (stereo not given) | 12 | 0.8 | -0.2 | 5
Cc1ccc(S(=O)(=O)N(CCc2ccccc2)CC(=O)N2CCCCC2)cc1 | 1 | -1.1 | 0.3 | 17
COC(=O)[C@H](Cc1ccccc1)NC(=O)CCC1(C)CCC(=O)N1 (stereo not given in full) | -3 | -1.3 | 0.0 | 2
COc1cc(C)ccc1OCCCN1CC(C)OC(C)C1 (stereo not given) | 45 | 0.2 | 0.1 | -11
Cc1cc(C)n(CNc2cccc(F)c2)n1 | -1 | 0.2 | 0.0 | -3
Cc1ccc(C(=O)NCC2CCC3(CCN(Cc4ccncc4)CC3)O2)s1 (stereo not given) | 9 | 0.7 | 0.1 | 1
CCn1cc(C(=O)NCc2ccc3c(c2)OCO3)c2c3ccccc3n(C)c2c1=O | 2 | -0.1 | 0.0 | 4
COc1ccc(-n2nc3c(c2NC(=O)c2cccs2)CSC3)cc1 | 5 | 0.1 | 0.0 | 2
O=C(NCc1ccc(Cl)cc1)C(=O)N/N=C/c1ccccc1 | 5 | 3.2 | 0.0 | -5
COc1cc(-c2onc3ccc(Cl)cc23)cc(OC)c1OC | 4 | 0.8 | 0.1 | 28
O=C(CNC(=S)N(Cc1ccccc1)Cc1cccs1)N1CCN(c2ccccn2)CC1 | -16 | -0.4 | -0.2 | 11
O=C(NCc1ccccc1)c1ccc2c(c1)C(=O)N(c1ccccn1)C2=O | -9 | 0.3 | 0.1 | 2
COc1ccccc1C1C2=C(CCCC2=O)Nc2c1c(=O)[nH]c(=O)n2C (stereo not given) | -11 | -1.7 | 0.2 | 2
Cc1ccc(-c2nc3s/c(=C\c4cn(-c5ccccc5)nc4-c4ccc(Br)cc4)c(=O)n3n2)cc1 | 12 | -0.9 | -0.1 | 0
Cn1c(=O)oc2cc(S(=O)(=O)N3CCN(Cc4ccc5c(c4)OCO5)CC3)ccc21 | -17 | -0.5 | 0.3 | -11
Cn1c2ccccc2n2c(=O)n(Cc3ccncc3)nc12 | 20 | -0.7 | 0.8 | -1
C=CCN=C1NC(=O)/C(=C\c2ccc3c(c2)OCO3)S1 | 1 | 0.8 | 0.1 | -3
CN1C(=O)/C(=C/c2c(NCCOCCO)nc3ccccn3c2=O)SC1=S | -3 | -2.5 | -0.2 | 1
COc1cccc(OC)c1OCCCCc1c(C)n[nH]c1C | 7 | -1.1 | 0.7 | -2
CC(C)(C)C(=O)Nc1nc2ccc(F)cc2s1 | 10 | -2.1 | -0.1 | 10
O=C(OCc1cccc(F)c1)c1cc(Cl)ccc1O | -2 | -1.7 | 0.3 | 2
CCN1C(=O)NC(c2ccc(Cl)cc2Cl)C(C(=O)OC)=C1C (stereo not given) | 2 | -1.3 | 0.5 | -9
CC(=O)c1sc(N/N=C\c2ccc(N(C)C)cc2)nc1C | 8 | -2.1 | 1.3 | -69
COc1ncccc1-c1ccc2cnc(Nc3ccc(-n4cnc(N5CCOCC5)n4)cc3)nc2c1 | 22 | -1.7 | 1.1 | -3

Part of the list above, as tab-separated lines.
molecule	MITF inh	GPR151 ag	FBW7 act	TEAD-YAP block
COc1ccccc1C1C2=C(CCCC2=O)Nc2c1c(=O)[nH]c(=O)n2C (stereo not given)	-11	-1.7	0.2	2
Cc1ccc(-c2nc3s/c(=C\c4cn(-c5ccccc5)nc4-c4ccc(Br)cc4)c(=O)n3n2)cc1	12	-0.9	-0.1	0
Cn1c(=O)oc2cc(S(=O)(=O)N3CCN(Cc4ccc5c(c4)OCO5)CC3)ccc21	-17	-0.5	0.3	-11
Cn1c2ccccc2n2c(=O)n(Cc3ccncc3)nc12	20	-0.7	0.8	-1
C=CCN=C1NC(=O)/C(=C\c2ccc3c(c2)OCO3)S1	1	0.8	0.1	-3
CN1C(=O)/C(=C/c2c(NCCOCCO)nc3ccccn3c2=O)SC1=S	-3	-2.5	-0.2	1

The listing continues.
SMILES | MITF inh | GPR151 ag | FBW7 act | TEAD-YAP block
COCCN(C(=S)Nc1cccc(C(F)(F)F)c1)C1CCN(C(C)=O)CC1 | -3 | -1.1 | 0.7 | 11
COC(=O)C1=C(C)OC(N)=C(C#N)C1c1ccccc1F (stereo not given) | 4 | -1.1 | 0.1 | -20
Cc1ccc2nc(-c3sc4nc(C)ccc4c3N)[nH]c2c1 | -3 | -0.3 | -0.1 | 72*
O=C(CN1CCC(n2nnc3cc(F)ccc32)CC1)NNC(=O)c1ccccc1 | 1 | 0.0 | 0.0 | 5
Cc1cc(C)cc(N(CC(=O)NCCSCc2ccccc2Cl)S(C)(=O)=O)c1 | -10 | -0.5 | 0.0 | 2
CCOC(=O)COc1ccc(/C=C2\NC(=O)N(Cc3ccc(Cl)cc3)C2=O)cc1Br | -15 | -0.6 | -0.1 | 3
COc1ccc(O)c(/C=N/NC(=O)CNC(=O)c2ccccc2Br)c1 | -6 | 0.2 | -0.3 | 0
Cc1ccc(C(=O)Nc2sc3c(c2C(=O)N2CCCCC2)CCC3)cc1 | 15 | -1.2 | 0.5 | 3
CCN1CC=C2C(C#N)=C(N)C(C#N)(C#N)C(C)C2C1 (stereo not given) | 14 | 0.0 | -0.5 | -16
CC(C)(C)c1ccc(OCC(=O)NC(c2ccccc2)c2ccccc2)cc1 | 1 | -0.2 | -0.1 | 18
O=c1c2nnn(-c3ccccc3)c2ncn1Cc1ccc(Br)cc1 | 1 | 0.3 | 0.0 | 2
Oc1ccc(Br)cc1-c1nc(Cl)c2ccccc2n1 | -7 | -0.8 | -0.1 | -1

A stretch of the results above, for reference:
SMILES | MITF inh | GPR151 ag | FBW7 act | TEAD-YAP block
O=C(CN1CCC(n2nnc3cc(F)ccc32)CC1)NNC(=O)c1ccccc1 | 1 | 0.0 | 0.0 | 5
Cc1cc(C)cc(N(CC(=O)NCCSCc2ccccc2Cl)S(C)(=O)=O)c1 | -10 | -0.5 | 0.0 | 2

Next part
SMILES | MITF inh | GPR151 ag | FBW7 act | TEAD-YAP block
CC(=O)Nc1ccc(NC(=O)CCCC(=O)O)cc1Cl | 10 | -0.9 | 0.2 | 5
COc1ccc(OC(C)C(=O)O/N=C(\N)c2ccc(C)cc2)cc1 (stereo not given) | 3 | -0.7 | 0.4 | 9
CCOc1ccc(-c2nn(-c3ccccc3)cc2C2C(C(=O)OCCOC)=C(C)NC(C)=C2C(=O)OCCOC)cc1 | -10 | -0.2 | 0.1 | -2
NS(=O)(=O)c1ccc(CCNC(=O)c2ccc(Cn3c(=S)[nH]c4ccsc4c3=O)cc2)cc1 | 3 | -0.4 | 0.1 | -2
CSC1=NCCN1C(=O)c1cccc(Br)c1 | 9 | -1.0 | 0.0 | 9
COc1cc(CN2CCN(Cc3ccccc3C)CC2)cc(OC)c1OC | 64* | 2.6 | -0.1 | -7
CSc1ccc(/C=C2\NC(=O)NC2=O)cc1 | 12 | -2.0 | 0.6 | -15
Cc1ccc(C(=O)NNC(=O)COc2cc(C(C)C)ccc2C)cc1 | 2 | 0.9 | -0.1 | -4
COc1ccc(-c2[nH]ncc2CN2CCSCC2)c(OC)c1 | 9 | -1.8 | -0.1 | 7
Cc1ccc(C(=O)CS(C)(=O)=O)cc1 | -6 | 0.2 | 0.2 | 8
Clc1nc(NCc2ccccc2)c2ncn(-c3ccsc3)c2n1 | -4 | 3.9 | 0.1 | -14
O=C(NC(Cc1ccccc1)C(=O)O)/C(=C/c1ccc2c(c1)OCO2)NC(=O)c1ccco1 (stereo not given) | 10 | -1.2 | 0.1 | 1

Looked up above:
TEAD-YAP block with COc1ccc(OC(C)C(=O)O/N=C(\N)c2ccc(C)cc2)cc1 (stereo not given) reads 9
FBW7 act with COc1ccc(-c2[nH]ncc2CN2CCSCC2)c(OC)c1 reads -0.1
TEAD-YAP block with NS(=O)(=O)c1ccc(CCNC(=O)c2ccc(Cn3c(=S)[nH]c4ccsc4c3=O)cc2)cc1 reads -2

Next part:
SMILES | MITF inh | GPR151 ag | FBW7 act | TEAD-YAP block
CCOc1ccc(-n2nc3ccc(NC(C)=O)cc3n2)cc1 | -18 | 0.3 | 0.1 | -68
COc1ccc(-c2nc(SC)n(C)c(=O)c2C#N)cc1OC | 5 | -1.1 | 0.0 | 4
Cc1ccc(Cn2c(OCc3nc(N)nc(N4CCOCC4)n3)nc3c2c(=O)n(C)c(=O)n3C)cc1 | -6 | 2.0 | 0.0 | 5
CC1CCCCN1C(=O)c1ccc(Cl)c(F)c1F (stereo not given) | -4 | 1.1 | -0.1 | -1
CN=c1scc(-c2ccc(C)c(C)c2)n1/N=C/c1ccc(O)c(O)c1O | 21 | -1.8 | -0.7 | 70*
CCOc1ccc(C(=O)NCCc2csc(-c3ccc(Cl)cc3)n2)cc1 | 0 | 0.7 | 0.3 | 5
CCCN(CCC)S(=O)(=O)c1ccc(C(=O)Nc2sc(CC)cc2C(=O)OCC)cc1 | -4 | 0.7 | 0.0 | 11
CC1CCN(C(=O)c2cccc3c2-c2ccccc2/C3=N/O)CC1 | 2 | 0.0 | 0.0 | 3
O=C(N/N=C/c1cccc2cccnc12)c1cccc(Br)c1 | 28 | -1.6 | 0.5 | 18
O=C1Cn2c(nc3ccccc32)N1c1ccccc1F | 5 | -0.6 | -0.1 | -5
Cc1cc(C(=O)NNC(=O)[C@@H]2CCCC[C@@H]2C(=O)O)n[nH]1 | 2 | -0.6 | 0.0 | -12
CC(=O)Nc1ccc(Nc2ccnc(-c3ccc(C(N)=O)cc3)n2)cc1 | 11 | 1.7 | 0.0 | -1
CSCC(C(=O)O)N1C(=O)C2CCCCC2C1=O (stereo not given) | 15 | 0.4 | 0.4 | 3
CCOC(=O)c1cccc(Nc2ncnc3ccc(C)cc23)c1 | 3 | -0.9 | 0.0 | -2
Cc1ccc(NC(=O)N2CCCC2C(=O)Nc2cc(C)cc(C)c2)cc1 (stereo not given) | 6 | 1.2 | 0.0 | 4
O=C(N[C@H]1C[C@H]2C(=O)N3CCC[C@H]3C(=O)N2C1)c1c(Cl)cccc1Cl | 12 | -1.5 | 0.8 | 7
CCOC(=O)c1c(C)oc2ccc(O)c(C=O)c12 | 1 | 0.5 | 0.7 | -14
N/C(Cc1ccc([N+](=O)[O-])cc1)=N\OC(=O)c1cc(Cl)ccc1Cl | 8 | 0.3 | 0.1 | 5

Random draw from the library. About 3.4% of those tested had a hit in this group.
